H37Rv inhibition: M. tuberculosis growth inhibition, HTS (AID 449762); inhibition, % at 25 µM; hits with a dose series show IC50 in µM; 330,000 compounds, 0.59% hits; M. tuberculosis H37Rv growth inhibition, 7H9 media; higher % means a stronger effect; in the data active = a potency from the dose series; inconclusive = inhibition above about 70% without an active follow-up result;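 also: bacterial growth assessed after seven days of incubation; strong numbers were not always called active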
H1N1 NS1A inhibition: H1N1 influenza NS1A inhibitors, functional cell based assay (AID 504329). NS1A functional cell-based assay, percent inhibition; higher % means a stronger effect. inhibition, % at 12.5 µM, or IC50 in µM where a hit was titrated. 340,000 compounds, 0.3% hits; in the data active = a potency from the dose series; inconclusive = inhibition above about 27% without an active follow-up result; also: strong numbers were not always called active
Salmonella PhoP GFP: Inhibition of PhoP regulon, Salmonella typhi GFP reporter cells, confirmation, 4 h (AID 1850). Salmonella Typhi PhoP-promoter GFP reporter, fluorescence, 4 h; higher % means a stronger effect. one-dose inhibition, % at 50 µM; IC50 in µM for titrated hits. 310,000 compounds, 0.33% hits; in the data active = a potency from the dose series; inconclusive = inhibition mostly from about 25% at the one dose, without a potency; inactive = the rest, 99 in 100 with inhibition below about 19%;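 also: 0% = induced wells with vehicle and 100% = uninduced wells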
VEEV TC-83 Vero: inhibitors of VEEV TC-83 cytopathic effect, confirmation, Vero cells (AID 588727); Vero cells, VEEV TC-83 cytopathic effect inhibition; higher % means a stronger effect; one-dose inhibition, % at 20 µM; IC50 in µM for titrated hits; 350,000 compounds, 0.13% hits; in the data active = a potency from the dose series; inconclusive = inhibition mostly from about 14% at the one dose, without a potency; inactive = the rest, 99 in 100 with inhibition below about 12%; also: strong numbers were not always called active
tuberculosis growth: growth inhibition of non-replicating M. tuberculosis (AID 488890) | Mycobacterium tuberculosis non-replicating, growth inhibition; higher % means a stronger effect | inhibition, % at 25 µM, or IC50 in µM where a hit was titrated | 320,000 compounds, 0.39% hits; in the data active = a potency from the dose series; inconclusive = inhibition mostly from about 82% at the one dose, without a potency; inactive = the rest, 99 in 100 with inhibition below about 76%;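 also: plate controls were DMSO cells for no effect and high antibiotic wells for full effect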
VEEV TC-83 Vero 10K pilot screen: second read-out of VEEV TC-83 Vero, no call of its own (marks repeat the call); inhibition, %; measured here: 10K pilot screen inhibition
Numbers without * were called inactive; i = inactive; ? = inconclusive; · = no result given.

SMILES	H37Rv inhibition	H1N1 NS1A inhibition	Salmonella PhoP GFP	VEEV TC-83 Vero	tuberculosis growth	others
CC1CCN(C(=O)CN(C2CCCCC2)S(C)(=O)=O)CC1	-6%	1%	-1%	i	18%
C=CCc1c(O)nc(SCC(=O)c2ccccc2)[nH]c1=O	4%	-2%	-4%	7.5%	31%
CCN1CCN(c2cc(C)c3cc(NC(=O)c4cc(OC)cc(OC)c4)ccc3n2)CC1	32%	4%	12%	4.1%	47%
O=C(NCc1ccccn1)c1ccc(N2CCCC2=O)cc1	-7%	6%	-13%	0.5%	-7%
Cc1nc(C(C)N(C)Cc2nc(Cc3ccccc3F)no2)c(C)s1 (configuration not stated)	4%	0%	-3%	0.1%	6%
COc1cc(CNC(C)(C)C)cc(Br)c1OCc1cccs1	5%	4%	2%	i	20%
CCN(CC(=O)Nc1c(F)cccc1F)C(=O)C1CC(=O)N(CCc2ccccc2)C1 (configuration not stated)	-8%	-6%	8%	0.3%	-2%
Cc1ccc(-n2nnnc2SCC(=O)NCC2(N3CCCCC3)CCCCC2)c(C)c1	1%	-11%	·	3.0%	38%
Cc1c(C)c2ccc(OCC(=O)NCc3ccccn3)cc2oc1=O	8%	3%	5%	1.0%	-5%
Cc1ccccc1OC(=O)Cn1c(C(F)(F)F)nc2ccccc21	-12%	1%	-7%	1.6%	12%
CCCCCC1CCC(C(=O)N2CCOCC2)CC1 (configuration not stated)	7%	3%	-2%	0.2%	?
COc1cccc(/C=N/NC(=O)c2ccc(COc3ccc(Cl)cc3Cl)o2)c1	3%	-2%	10%	0.1%	5%
Cc1ccc(S(=O)(=O)N2CCC(=O)N(CCOC(=O)Nc3ccc(C)c(C)c3)CC2)cc1	-4%	11%	-5%	0.4%	30%
O=C(CCCN1C(=O)c2ccccc2C1=O)N1CCOCC1	-2%	0%	-6%	1.0%	-8%
O=C(NCc1ccccc1)NC1(C(=O)N2CCN(c3ncccn3)CC2)CCCCC1	-7%	1%	5%	1.3%	-1%	VEEV TC-83 Vero 10K pilot screen=0.1
CC(C)CNC(=O)C1CCN(S(=O)(=O)c2ccc(-n3cnnn3)cc2)CC1	-6%	-16%	11%	1.6%	-1%
N#Cc1cc(Cl)c(NCC2CCCO2)cc1C#N (configuration not stated)	15%	-8%	0%	0.4%	2%
CN(C)CCCNC(=O)CCc1nc2ccccc2c(=O)[nH]1	-9%	3%	-11%	0.0%	-5%
COc1ccc2nc(C)cc(SCC(=O)Nc3c(C)cccc3C)c2c1	-6%	4%	-22%	1.7%	38%
COc1cc(C2C3=C(CCCC3=O)Nc3ccc4ncccc4c32)ccc1O (configuration not stated)	-2%	4%	-2%	10%	0%
C/C(NC1CCCCC1)=C(/C#N)C(=O)NCCN1CCOCC1	-7%	-19%	-2%	0.7%	2%
O=S(=O)(c1cccs1)N1CCN(CC(O)COc2cccc(Br)c2)CC1 (configuration not stated)	-27%	-3%	-9%	i	18%
COc1cc(C(=O)Nc2nnc(SC)s2)c([N+](=O)[O-])cc1OC	6%	10%	-7%	0.8%	10%
O=C1NCN(c2ccccc2)C12CCNCC2	-3%	10%	0%	1.6%	-4%
O=C(NCC(c1cccs1)N1CCOCC1)c1ccc(OCc2ccccc2)cc1 (configuration not stated)	35%	9%	·	5.0%	51%
O=C1CC(Sc2cccs2)C(=O)N1c1ccccc1 (configuration not stated)	-6%	2%	2%	3.4%	48%
Cc1ccc(N(CC(=O)NC2CCCCCC2)S(=O)(=O)c2c(C)nn(C)c2C)cc1	6%	-2%	-2%	3.1%	10%
O=C(Nc1nc2c(s1)CCCC2)C1CCCN1C(=O)c1cccs1 (configuration not stated)	0%	1%	12%	2.2%	25%
Clc1ccc(-c2noc(CN(Cc3ccccn3)CC3CCCO3)n2)cc1 (configuration not stated)	9%	6%	-2%	1.4%	35%
N#Cc1ccc(C(c2nnnn2CCc2ccccc2)N2CCCCCC2)cc1 (configuration not stated)	-13%	6%	-15%	0.2%	21%
COc1cc(OC)c2c(-c3cccc(-c4cccc(N)c4)c3)cc(=O)oc2c1	·	1%	·	9.0%	·
O=C(CSc1nncs1)NCCNC(=O)CSc1nncs1	3%	3%	2%	1.1%	-12%
O=C(NCCC1=CCCCC1)c1cc(S(=O)(=O)N2CCOCC2)ccc1Cl	-5%	-2%	-4%	4.6%	-5%
COC(=O)CSc1nnc(NC(=O)c2ccc3c(c2)OCO3)s1	56%	19%	2%	0.9%	?
O=C(CN1C(=O)c2cccc3cccc(c23)C1=O)N1CCN(c2ccccn2)CC1	-4%	4%	-9%	i	-10%
CCN1C(=O)c2cccc3c(Cl)ccc1c23	20%	-33%	1%	0.8%	-2%
CCOC(=O)CN1CC23C=CC(O2)C(C(=O)Nc2ccc(OC)cc2OC)C3C1=O (configuration not stated)	-10%	-5%	-9%	1.8%	9%
Cc1cc(=O)[nH]c(SCC(=O)Nc2ccccc2C)n1	-1%	4%	1%	0.6%	-11%
CCOc1cccc(OCCOCCN(C)Cc2ccccc2)c1	-9%	-2%	-4%	i	46%	VEEV TC-83 Vero 10K pilot screen=0.0
CC(C)c1ccc(NC2CCCN(C(=O)c3cscn3)C2)cc1 (configuration not stated)	11%	-1%	-9%	3.5%	5%

Reprinted at random: 5 entries already listed.
SMILES	H37Rv inhibition	H1N1 NS1A inhibition	Salmonella PhoP GFP	VEEV TC-83 Vero	tuberculosis growth	others
Cc1ccc(N(CC(=O)NC2CCCCCC2)S(=O)(=O)c2c(C)nn(C)c2C)cc1	6%	-2%	-2%	3.1%	10%
COc1cccc(/C=N/NC(=O)c2ccc(COc3ccc(Cl)cc3Cl)o2)c1	3%	-2%	10%	0.1%	5%
O=C(CN1C(=O)c2cccc3cccc(c23)C1=O)N1CCN(c2ccccn2)CC1	-4%	4%	-9%	i	-10%
C/C(NC1CCCCC1)=C(/C#N)C(=O)NCCN1CCOCC1	-7%	-19%	-2%	0.7%	2%
O=S(=O)(c1cccs1)N1CCN(CC(O)COc2cccc(Br)c2)CC1 (configuration not stated)	-27%	-3%	-9%	i	18%

Continued:
SMILES	H37Rv inhibition	H1N1 NS1A inhibition	Salmonella PhoP GFP	VEEV TC-83 Vero	tuberculosis growth	others
CC(NCc1cccn1C)c1ccccc1 (configuration not stated)	-1%	-4%	1%	1.8%	-5%
COc1ccc2cc(CCNC(=O)c3c(-c4ccccc4Cl)noc3C)c(=O)[nH]c2c1	2%	6%	-47%	8.5%	·
CCCCN(C)C(=O)c1nc2ccccn2c1CN1CCC[C@H]1CO	1%	-25%	-8%	0.5%	-19%
O=C(Cn1c(N2CCN(C/C=C/c3ccccc3)CC2)nc2ccccc21)c1ccccc1	3%	·	-11%	·	10%
CN1Cc2c(N3CCOCC3)nc(SCc3ccccc3)c(C#N)c2CC1(C)C	13%	13%	-3%	i	17%
CC(C)(C)[C@H]1C=C(C(=O)Nc2ccccc2)O[C@@H](OCc2ccc(CO)cc2)C1	57%	5%	2%	4.0%	16%
COC(=O)c1cccc(NC(=O)c2cccs2)c1C	3%	4%	-2%	2.8%	6%
Cc1nc2c(nnn2Cc2ccccc2)c(=O)[nH]1	-2%	9%	-27%	0.9%	0%
CCCNc1ncnc2nc[nH]c12	7%	-6%	21%	1.4%	·
CC(=O)C1=C(C)NC(=O)NC1c1cc(Br)ccc1OCC(N)=O (configuration not stated)	-5%	-14%	9%	0.7%	11%
Cc1cccc(NC(=S)NC2CCN(Cc3ccccc3)CC2)c1C	2%	-7%	-4%	0.1%	51%
CCCCCC(=O)NCc1c(C(F)(F)F)nn(C)c1N1CCOCC1	-2%	-11%	-3%	1.0%	-7%
NC(=O)[C@H]1CC2(CC(c3cccc(NC(=O)[C@H]4CCC(=O)N4)c3)=NO2)CN1C(=O)c1ccccc1C(=O)c1ccccc1 (some centres not stated)	-3%	-2%	-4%	0.8%	5%
CCOc1ccc(NC(=O)CN2C(=O)/C(=C3\SC(=S)N(C4CCS(=O)(=O)C4)C3=O)c3ccccc32)cc1 (configuration not stated)	·	12%	·	3.1%	·
O=C(COc1ccc(F)cc1)Nc1nnc(-c2ccncc2)s1	-3%	-3%	8%	i	14%
COc1ccc(N2CCN(C3CC(=O)N(C)C3=O)CC2)cc1 (configuration not stated)	-1%	-15%	-24%	3.6%	4%
CCn1c(/C=C/c2cc(Br)ccc2O)nc2ccccc2c1=O	-3%	-8%	-1%	?	11%
CCN(CC(=O)N1CCCC1)S(=O)(=O)c1ccc(F)cc1	-4%	-3%	-6%	i	-4%
CCn1ncc(Br)c1C(=O)Nc1ccc(C(=O)OC(C)C)cc1	?	2%	-13%	8.0%	27%
Cc1ccc(CNc2ccc(N3CCOCC3)c(Cl)c2)cc1	4%	0%	-5%	0.1%	61%
CC1=Nc2ccc3ccccc3c2C1(C)C	14%	-4%	4%	0.9%	-3%
CC(NC(=O)Nc1ccc([N+](=O)[O-])cc1)C(c1ccccc1)N1CCOCC1 (configuration not stated)	0%	·	-3%	2.0%	18%
CC1=C(C)[N+](=O)C2CCCCC2N1[O-] (configuration not stated)	-5%	3%	-1%	1.8%	-20%
Cc1ccc(/C=N/n2c(C3CCCCC3)n[nH]c2=S)o1	1%	19%	2%	0.5%	38%
O=C(Nc1ccc(NC(=O)c2sc3ccccc3c2Cl)cc1)c1ccco1	22%	-6%	-8%	i	0%
O=C(OCC(=O)N1CCOCC1)c1ccc(Br)cc1	9%	-8%	4%	1.0%	10%
CC(=O)Nc1ccc(S(=O)(=O)N2CCN(S(=O)(=O)c3cccs3)CC2)cc1	·	-1%	·	1.5%	·
CCN(Cc1ccncc1)C(=S)NCc1ccccc1	1%	-5%	1%	1.8%	-4%
CCCNC(=O)c1ccc(Cl)cc1Cl	-8%	1%	-1%	1.6%	25%
COc1ccccc1-n1ccn(CC(=O)Nc2ccc(C)cc2Cl)c(=O)c1=O	-1%	-6%	3%	6.7%	-14%
Cc1nnc(SCc2ccc(Cl)cc2)nc1/C=C/N(C)C	19%	-9%	3%	1.0%	6%
COc1ccccc1NC(=O)CSc1nnc(NC(=O)C2CCC2)s1	-2%	-6%	-6%	3.3%	13%
O=C(Nc1ccc(Cl)c(Cl)c1)Oc1ccc(NC(=O)c2ccco2)cc1	?	4%	5%	i	78%
O=C(Nc1ccc(F)cc1F)C1CCCN1S(=O)(=O)c1ccc(-c2ccc(=O)[nH]n2)s1 (configuration not stated)	1%	-2%	6%	1.4%	-2%
c1ccc(-c2onc3cc4c(cc23)OCCO4)cc1	1%	-5%	0%	6.3%	38%
Cc1ccc(C)c(NC(=S)NC(NC(=O)OCc2ccccc2)C(Cl)(Cl)Cl)c1 (configuration not stated)	9%	24%	-13%	2.2%	18%
Cc1c(C(=O)N2CCCCCC2)c(S(=O)(=O)Nc2cccc(F)c2)c(C)n1C	-2%	-9%	1%	i	-12%
CC(=O)Oc1ccc(C(=O)Nc2cccc3c2CCCC3)cc1	-1%	-9%	-2%	i	37%
CCCC1=C(C(=O)OCC)C(c2cccnc2)n2nc(C)nc2N1 (configuration not stated)	-10%	3%	3%	1.6%	·
NS(=O)(=O)c1ccc(CNC(=O)C2CCCCC2)cc1	0%	0%	-12%	0.3%	1%
O=C(CSc1nc(=O)n(CCN2CCOCC2)c2c1CCCC2)Nc1ccc([N+](=O)[O-])cc1	17%	0%	3%	3.8%	12%
Cc1ccc(S(=O)(=O)N2CCCNCC2)cc1	-8%	0%	-17%	0.6%	-5%
COc1ccc(-c2nc3ccc(C(=O)NCCCN4CCOCC4)cc3nc2-c2ccc(OC)cc2)cc1	4%	-13%	10%	4.2%	25%
CCSc1nnc(NC(=O)C2CSC3(C)CCC(=O)N23)s1 (configuration not stated)	0%	-3%	·	0.4%	-5%
Cc1cc(OCC(=O)N(C)c2c(N)n(Cc3ccccc3)c(=O)[nH]c2=O)c(C(C)C)cc1Cl	2%	-4%	-2%	2.8%	-5%
COCc1ccc(C(=O)N2CCCC(C(=O)c3ccc(SC)cc3)C2)o1 (configuration not stated)	4%	21%	-1%	2.0%	9%
COC(=O)c1ccc(CSc2nncn2C)cc1	-9%	1%	4%	i	-2%
COc1ccc(N2CCN(CC(=O)NC(C)c3ccccc3)CC2)cc1 (configuration not stated)	9%	-4%	6%	0.2%	-13%
CC1=C(C(=O)OC2CCCCC2)C(c2ccccc2)NC(=O)N1 (configuration not stated)	20%	5%	1%	i	32%
CCOc1ccc(NC(=O)c2ccc(OC)cc2)cc1	-12%	7%	-7%	0.7%	7%
Cc1cc(C)c(S(=O)(=O)n2c([N+](=O)[O-])cnc2C)cc1C	14%	-12%	-9%	1.6%	-18%

Source: PubChem BioAssay (Southern Research Specialized Biocontainment Screening Center)

The order is random; about 1.4% have a hit in one of these screens.
